# CHO-K1 Ca ag: M1 agonist counterscreen hit in parental CHO-K1 cells; Fluo-8 calcium fluorescence; scaled to maximal ATP response, vehicle zero; activation, % at 3 µM; actives 0.48% (n = 360,000); AID 602248; in the data active means activation above about 15%;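 further: untransfected CHO-K1 host cells lacking M1 receptor as counterscreen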
# M1 PAM parental: counter-screen for M1 PAMs: effect in parental CHO-K1 cells. ATP EC20, Fluo-8 calcium fluorescence; 0% at ATP EC20, 100% at ATP max. activation, % at 3 µM. actives 0.02% (n = 360,000). AID 602247;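 active means activation above the run cutoff, the mean activation of all test compounds plus 3 SD, cut at about 40% in these data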;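 further: peak over basal fluorescence ratio in a 140 s read after ATP addition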
# OXTR potentiate: potentiators of human oxytocin receptor. P30559. CHO-OTR cells, Fluo-8 calcium fluorescence, potentiator mode; 0% = oxytocin EC15, 100% = EC100. activation, % at 3 µM. actives 0.061% (n = 320,000). AID 2445;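 active means activation above that plate's cutoff, the mean activation of tested compounds plus 3 SD, cut at about 6.6% in these data, passing the limit was not always enough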;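 further: 100% uses oxytocin at 75 nM as the full agonist control; some results filed as inactive read as strong as hits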
#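 Assay system: CHO cell line stably expressing human OTR | Also added: Oxytocin at about EC15, sub-maximal agonist stimulus | Times: Compound 6 min at room temperature before oxytocin, 100 s read | Measured by: Fluo-8 intracellular calcium fluorescence, ex 470-495, em 515-575 nm | Controls: EC15 oxytocin alone as 0%, 75 nM oxytocin as 100%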
# CHO-K1 Ca antag: M1 antagonist counterscreen hit in parental CHO-K1 cells | inhibition, % at 3 µM | ATP-induced calcium, Fluo-8 fluorescence | actives 0.6% (n = 360,000);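 active means inhibition above a per-plate cutoff, the plate's mean sample inhibition plus 3 SD, cut at about 24% in these data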;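 further: 0% = DMSO plus EC80 ATP and 100% = DMSO alone without ATP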
# CHRM1 antagonist: blocks human M1 muscarinic receptor; actives 1.3% (n = 360,000); P11229; AID 588852; inhibition, % at 3 µM; CHO-K1 hM1, Fluo-8 calcium fluorescence, ACh EC80 antagonist;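 active means percent inhibition above its own plate's cutoff, namely the mean of that plate's compound wells plus 3 SD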;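 further: peak over basal fluorescence ratio during 140 s after agonist addition; 0% = ACh EC80 plus DMSO and 100% = DMSO alone without agonist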
# Target sequence (P11229 whole entry, looked up): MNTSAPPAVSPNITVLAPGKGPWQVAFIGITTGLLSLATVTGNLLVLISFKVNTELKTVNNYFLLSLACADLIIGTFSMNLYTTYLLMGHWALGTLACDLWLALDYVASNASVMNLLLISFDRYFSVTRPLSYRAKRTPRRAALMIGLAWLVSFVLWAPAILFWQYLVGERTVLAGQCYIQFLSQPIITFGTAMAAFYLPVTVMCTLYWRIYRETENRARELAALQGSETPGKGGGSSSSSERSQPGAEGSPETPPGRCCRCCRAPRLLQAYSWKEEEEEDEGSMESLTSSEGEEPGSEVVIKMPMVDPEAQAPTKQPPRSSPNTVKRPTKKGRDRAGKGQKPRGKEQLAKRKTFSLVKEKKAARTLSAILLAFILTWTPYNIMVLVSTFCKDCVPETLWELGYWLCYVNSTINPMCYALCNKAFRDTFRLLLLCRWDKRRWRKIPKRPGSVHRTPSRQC
# CHRM1 agonist: agonists of human M1 muscarinic receptor | activation, % at 3 µM | actives 0.33% (n = 360,000) | CHO-K1 hM1, Fluo-8 calcium fluorescence, agonist mode; 0% DMSO, 100% acetylcholine EC100;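 active means activation above the run's mean compound activation plus 3 SD, cut at about 16% in these data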;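 further: peak over basal fluorescence ratio within a 140 s kinetic read after compound addition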
# TAAR1 antag: antagonists of human TAAR1. AID 624466. inhibition, % at 3 µM. Q96RJ0. actives 1.5% (n = 360,000). CHO RD-HGA16 TAAR1, Fluo-8 calcium fluorescence, antagonist;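 active means inhibition above a per-plate cutoff, the mean inhibition of test compounds on that plate plus 3 SD, cut at about 49% in these data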;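 further: 0% = DMSO plus EC80 beta-PEA response and 100% = DMSO alone without agonist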
# Target sequence (Q96RJ0 whole entry, looked up): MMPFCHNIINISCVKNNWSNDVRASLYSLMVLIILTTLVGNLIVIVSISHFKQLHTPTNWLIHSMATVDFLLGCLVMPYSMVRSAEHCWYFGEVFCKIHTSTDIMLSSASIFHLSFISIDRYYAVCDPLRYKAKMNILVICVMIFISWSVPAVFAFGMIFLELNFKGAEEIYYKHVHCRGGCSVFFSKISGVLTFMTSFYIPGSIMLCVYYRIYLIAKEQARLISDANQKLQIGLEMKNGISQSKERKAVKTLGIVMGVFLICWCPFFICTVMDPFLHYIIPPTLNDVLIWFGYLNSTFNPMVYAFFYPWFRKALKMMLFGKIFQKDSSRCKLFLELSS
#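 test system = CHO RD-HGA16 cells bearing hTAAR1 | replication = singlicate | controls = DMSO-only wells and EC80 β-PEA-stimulated wells | reagent = EC80 β-phenethylamine stimulus | read-out basis = percent inhibition of PEA-evoked calcium signal, max/basal emission ratio | schedule = seeding 17-24 h prior, 75-min 37 °C, 30-min RT dye loading | signal = kinetic Fluo-8 calcium fluorescence measurement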
# CHO parental Ca: counter-screen for OX1R antagonists: effect in parental CHO cells. parental CHO-K1, ATP-induced calcium, Fluo-8 fluorescence. inhibition, % at 5.6 µM. actives 0.63% (n = 330,000). AID 463079;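 active means inhibition above that plate's mean sample inhibition plus 3 SD, cut at about 26% in these data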;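 further: 0% = ATP-challenged DMSO wells and 100% = DMSO wells without ATP; some compounds past the cut are filed as inactive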
#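 Material – parental CHO cells · Reagent – ATP stimulus · Compound – single nominal dose of 5.6 µM per compound · Detection – Fluo-8 fluorescence · Read-out basis – percent inhibition of calcium signal · Controls – ATP-challenged DMSO wells low, unchallenged DMSO wells high · Repeats – no replicates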
# TAAR1 ag: human TAAR1 agonism; Q96RJ0; CHO RD-HGA16 TAAR1, Fluo-8 calcium fluorescence; vehicle wells 0%, saturating PEA agonist 100%; activation, % at 3 µM; actives 0.99% (n = 360,000); AID 624467;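 active means activation above the mean activation of all test compounds in the run plus 3 SD, cut at about 38% in these data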
#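 Assay system – CHO-derived RD-HGA16 cells with stable Gα16 and human TAAR1 · Compound dosing – one-point dosing at 3 µM (nominal) · Incubation – 17-24 h seeding, 75 min 37 °C dye, 30 min RT · Measured by – kinetic Fluo-8 calcium fluorescence · Control set – DMSO vehicle as 0%, PEA at EC100 as 100% · Repeats – single well for each compound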
# Starred values were filed as active, the others as inactive; x = no result given.
cpd	canonical_smiles	CHO-K1 Ca ag	M1 PAM parental	OXTR potentiate	CHO-K1 Ca antag	CHRM1 antagonist
1	O/N=C/c1ccc2cccc(OCc3ccccc3)c2n1	0.6	14	-8	-12	-17
2	CN(C(=O)COC(=O)C(Cc1ccccc1)NC(=O)c1ccccc1)c1ccccc1 (stereo not given)	1.2	14	-1	-9	-13
3	CC(C)NS(=O)(=O)c1ccc(NC(=O)Cc2ccsc2)cc1	4.3	4	0	-9	-1
4	COC(=O)N/N=C/c1cccc(OC(=O)c2ccc3c(c2)OCO3)c1	0.3	-23	-7	14	6
5	Cc1ccc2[nH]c(=O)c(CN(Cc3ccccc3)C(=S)NCCCN(C)C)cc2c1	0.4	10	-19	-17	-5
6	COCCSc1ccccc1C(=O)Nc1ccncc1	0.3	5	-3	-19	-5
7	COCCNC(=O)c1cc2c(=O)n3cccc(C)c3nc2n1C	0.4	2	-10	-4	-4
8	Cc1cccc(NC(=O)c2sc3nc4c(c(-c5cccs5)c3c2N)CN(C)CC4)c1	1.0	14	-14	-1	10
9	CCOC(=O)C1=C(C(F)(F)F)Nc2ncnn2C1c1ccc(OC)c(OC)c1OC (stereo not given)	1.2	18	-1	-11	-11
10	O=C(Nc1ccc(F)cc1)C1CC(=O)n2cnnc2N1 (stereo not given)	0.4	11	5	-10	-6
11	Cc1cc(C)c2c3c(sc2n1)C(=O)N(c1ccccc1C)CC(=O)N3	3.0	24	1	-16	-5
12	CC1CCN(c2ccc3nnc(CCC(=O)Nc4cc(F)ccc4F)n3n2)CC1	-0.2	2	-18	-1	-5
13	CCCn1c(=N)n(CC(O)COc2cccc(C)c2)c2ccccc21 (stereo not given)	0.6	3	-7	-4	-5
14	COc1cc(NC(=O)C2CCN(S(=O)(=O)c3cnc[nH]3)CC2)cc(OC)c1OC	0.4	2	-2	-15	3
15	NC(=O)c1ccc(NC(=O)COc2ccc(-n3cnnn3)cc2)cc1	-0.2	-10	8	-8	-5

cpd	CHRM1 agonist	TAAR1 antag	CHO parental Ca	TAAR1 ag
1	1	3	-15	10
2	-7	0	-17	-2
3	-6	14	-1	13
4	-3	-11	-17	4
5	-16	-3	-26	3
6	-1	-8	-10	10
7	-1	13	-5	0
8	-4	-8	-12	3
9	-5	10	-12	1
10	-4	-9	-5	1
11	-3	-17	-10	2
12	-3	-38	6	1
13	-4	-4	-10	6
14	-5	-23	-11	0
15	0	-3	0	4

# A different layout for two compounds above.
entry	smiles	CHO-K1 Ca ag	M1 PAM parental	OXTR potentiate	CHO-K1 Ca antag	CHRM1 antagonist	CHRM1 agonist	TAAR1 antag	CHO parental Ca	TAAR1 ag
7	COCCNC(=O)c1cc2c(=O)n3cccc(C)c3nc2n1C	0.4	2	-10	-4	-4	-1	13	-5	0
8	Cc1cccc(NC(=O)c2sc3nc4c(c(-c5cccs5)c3c2N)CN(C)CC4)c1	1.0	14	-14	-1	10	-4	-8	-12	3

# Following part.
cpd	canonical_smiles	CHO-K1 Ca ag	M1 PAM parental	OXTR potentiate	CHO-K1 Ca antag	CHRM1 antagonist
16	O=c1cc(/C=C/c2ccccc2)oc2ccccc12	0.2	10	-6	-12	-6
17	CCc1cccc(NC(=O)CN(C)S(=O)(=O)c2cccc3cccnc23)c1	6.8	-18	-4	2	3
18	O=C(CCN1CCN(Cc2ccccc2)CC1)Nc1ccccc1Cl	0.5	13	-5	-8	0
19	CC1CCN(S(=O)(=O)c2ccc3c(c2)c(=O)c(C(=O)NCc2ccco2)cn3C)CC1	4.5	8	1	2	17
20	CSc1cccc(NC(=O)C2CCCN(S(C)(=O)=O)C2)c1 (stereo not given)	0.3	17	x	-10	-10
21	Cc1cccc(NCC(=O)N/N=C\c2c[nH]c3ccccc23)c1	1.2	19	-10	2	-6
22	COc1ccccc1NC(=O)C(C)Sc1nc2ccccc2c(=O)n1CC1CCCO1 (stereo not given)	-0.2	12	-8	-21	7
23	COc1ccc(N2CCN(C(=O)Cc3nn(C)c(=O)c4ccccc34)CC2)cc1	2.3	14	-6	-7	-6
24	CCCCOc1cccc(NC(=O)CSc2nncn2C)c1	-0.1	3	-6	-8	13
25	CC1OC(C2CCCCC2)Cc2[nH]c(=S)[nH]c(=O)c21 (stereo not given)	0.7	9	x	-16	x
26	CCC(C)NC(=O)Cn1nc(C(F)(F)F)c2c1CCC2 (stereo not given)	0.6	3	-3	-25	-13
27	CCN(CC)c1nc(C)nc2c1cnn2CCc1ccccc1	0.9	17	0	-6	-7
28	CCn1c(C)c(C)c2cc(C(=O)NCCN3CCCCCC3)ccc21	1.4	19	-1	-17	-4
29	Clc1ccc(N2CCN(Cc3ccc(Br)o3)CC2)cc1	0.0	-21	-7	15	-9
30	Cc1nc(NC(=O)c2ccc([N+](=O)[O-])cc2Cl)sc1C(=O)N(C)C	-0.1	20	-2	-13	-2

cpd	CHRM1 agonist	TAAR1 antag	CHO parental Ca	TAAR1 ag
16	-6	18	-35	2
17	2	2	-24	7
18	-14	7	-8	0
19	-5	4	-23	5
20	-2	-1	x	0
21	-8	6	2	24
22	0	-31	-27	-1
23	-2	6	-7	10
24	-4	-2	-1	10
25	x	-14	x	0
26	-4	-41	-18	4
27	-3	-3	-8	0
28	-13	-27	-19	-1
29	-4	-12	-12	5
30	-7	5	-5	0

# Values in list order from the list:
# CHO-K1 Ca ag, entries 5 to 14: 0.4, 0.3, 0.4, 1.0, 1.2, 0.4, 3.0, -0.2, 0.6, 0.4
# OXTR potentiate, entries 5 to 14: -19, -3, -10, -14, -1, 5, 1, -18, -7, -2

# (listing goes on)
cpd	canonical_smiles	CHO-K1 Ca ag	M1 PAM parental	OXTR potentiate	CHO-K1 Ca antag	CHRM1 antagonist
31	O=C(Nc1nccs1)c1ccc(COc2ccccc2Br)o1	1.4	14	-7	0	11
32	Cn1cnc([N+](=O)[O-])c1NC(C)(C)C	-0.1	-6	-9	5	9
33	CC1CC(NC(=O)c2c(O)nc3ccccn3c2=O)CC(C)(C)C1 (stereo not given)	3.1	-20	x	15	13
34	CC(C)Sc1nc2ccccc2c(=O)[nH]1	-0.3	-7	5	20	-5
35	Cc1ccc(S(=O)(=O)Nc2nc(C)c(C(=O)Nc3ccccc3)s2)cc1	0.2	13	-1	-13	-6
36	Cc1ccc(CN2C3=NCCCN3c3ccccc32)cc1	0.6	4	-17	-5	-10
37	COc1ccc(-c2cc(N3C(=O)Nc4ccccc4N3O)n[nH]2)c(OC)c1	0.6	8	-5	7	-4
38	CNc1cncc(-c2ccccc2NC(C)=O)n1	0.7	24	x	-19	-8
39	CC(=O)c1ccc(OCCCC(=O)Nc2ccc(C)c(S(=O)(=O)N(C)C)c2)cc1	3.2	16	-3	-4	-9
40	N#Cc1cnn(Cc2ccccc2)c1N	0.8	19	-12	-13	-17
41	CNC(=O)C1CCN(S(=O)(=O)c2c(C)noc2/C=C/c2cccc(C)c2)CC1	0.6	2	-8	-8	-6
42	CN(C)CCN(Cc1ccccc1)C(=O)c1[nH]c(C(F)(F)F)nc1-c1ccccc1	0.6	8	x	-11	-15
43	CC(=O)c1ccc(NC(=O)CCS(=O)(=O)c2ccc3c(c2)n(C)c(=O)c(=O)n3C)cc1	0.8	27	-8	-10	-6
44	C=CCn1c(=N)n(CC(=O)c2cccc([N+](=O)[O-])c2)c2ccccc21	0.4	20	-5	-6	-7
45	CCN1CCN=C1Nc1ccccc1	-0.2	-15	2	18	-2

cpd	CHRM1 agonist	TAAR1 antag	CHO parental Ca	TAAR1 ag
31	-6	22	-10	5
32	-1	7	8	2
33	-2	-16	x	1
34	-5	-5	-2	7
35	-7	1	8	-1
36	-4	-2	-13	20
37	-5	2	-3	2
38	-4	-17	x	1
39	-5	4	-15	4
40	-3	-9	-1	13
41	-2	-13	-2	3
42	-4	7	x	0
43	-4	x	-2	x
44	-3	-4	-6	1
45	-6	-10	12	16

cpd	canonical_smiles	CHO-K1 Ca ag	M1 PAM parental	OXTR potentiate	CHO-K1 Ca antag	CHRM1 antagonist
46	COCCNC(=O)C1(C)CCN(C(=O)c2sccc2C)C1 (stereo not given)	3.6	-6	x	12	-5
47	CCCNC(=O)CSc1ccc(S(=O)(=O)N2CCCC2)cn1	1.3	20	-5	-22	-18
48	CCCCCCN=C1CC(C)(C)CC(=O)/C1=C(/O)CCC	3.0	1	0	-8	1
49	COCCn1c(=S)[nH]c2cc(C(=O)NC(C)C)ccc2c1=O	0.2	-3	-1	0	11
50	CCCCn1c(SCC(=O)Nc2nnc(C)s2)nnc1-c1ccncc1	0.9	11	-4	-18	-8
51	O=C(CN1C(=O)S/C(=C\c2cccs2)C1=O)Nc1ccc(C(=O)O)c(O)c1	-0.6	-9	-1	-7	-19
52	CC1Sc2ccc(S(=O)(=O)CCC(=O)Nc3ccc(C(C)C)cc3)cc2NC1=O (stereo not given)	6.2	-11	-7	9	5
53	O=C(CC(Nc1ccc(F)cc1)c1ccccc1)c1ccccc1 (stereo not given)	1.0	4	-12	7	-8
54	CCN(CC)c1nc(-c2nn[nH]n2)nc(N(CC)CC)n1	-0.3	-2	2	-3	13
55	Cc1cc(=O)[nH]c(SCC(=O)Nc2cccc3ccccc23)c1C#N	9.4	16	-7	1	2
56	CCc1ccc(NC(=S)N(CCC(C)C)C2CCN(C(C)=O)CC2)cc1	0.3	-1	-9	-14	-13
57	CC(C)(C)NC(=O)COc1ccc(CNc2ccc3[nH]c(=O)[nH]c3c2)cc1	0.7	13	-6	-5	-2

cpd	CHRM1 agonist	TAAR1 antag	CHO parental Ca	TAAR1 ag
46	-1	-6	x	0
47	-2	-2	-15	3
48	-5	-73	-27	7
49	-3	14	-6	5
50	-2	-13	-12	10
51	0	-9	-12	1
52	6	32	-9	4
53	-3	-6	-30	2
54	-3	-9	-12	11
55	3	x	-12	x
56	-7	10	-4	0
57	-6	0	1	8

# Compound activity deposited in PubChem BioAssay by The Scripps Research Institute Molecular Screening Center.

# Rows are unselected; about 4.2% have a hit in one of these screens.
